ABCB1 block – human ABCB1 inhibition, ABCG2 as counter-screen; inhibition, % at 6.6 µM; CCRF-Adr cells, JC-1 efflux, flow cytometry; hit rate 0.067% among 190,000; P08183; in the data active means inhibition above about 40%;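 further: 0% = vehicle and 100% = reference inhibitor; higher value means more JC-1 retained so stronger ABCB1 efflux block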
Bim-Bcl-XL – human Bim-Bcl-XL interaction inhibition; Q07817; Bim peptide-Bcl-XL binding, bead flow cytometry, fluorescence; inhibition, % at 10 µM; hit rate 0.04% among 190,000; AID 1007
Bfl-1 Bim block – human Bim-Bfl-1 interaction inhibition. Q16548. Bead-based flow cytometry, Bim-Bfl-1 binding inhibition. inhibition, % at 10 µM. hit rate 0.12% among 190,000. AID 1008;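 further: 0% = wells without compound plus tracer and 100% = blocker peptide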
RGS7-Gao reg – regulators of human RGS7-Galphao interaction; P09471; Multiplexed bead flow cytometry, RGS7-Galphao binding; actives lie on both sides; binding response (% of control), % at 10 µM; hit rate 0.35% among 220,000; in the data active means binding response below about 49% or above about 150%; inconclusive means no clear call, values can overlap the other calls; inactive means in between;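 further: fluorescent Galphao held in activated GDP-AlF4 state binding bead-coupled RGS7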
Bim-Bcl-W – human Bim-Bcl-W interaction inhibition; bead-based flow cytometry, Bim peptide-Bcl-W binding; inhibition, % at 10 µM; hit rate 0.02% among 190,000;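 further: 0% = bound tracer without compound and 100% = peptide blocker; higher means less fluorescent Bim peptide bound to Bcl-W beads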
Bcl-2 Bim block – disrupts Bim peptide binding to human Bcl-2; P10415; Bead-based flow cytometry, Bim peptide-Bcl-2 binding; inhibition, % at 10 µM; hit rate 0.06% among 190,000; AID 950; in the data active means inhibition above about 40%; inconclusive means no clear call, values can overlap the other calls;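 further: 0% = no compound wells with probe peptide and 100% = reference peptide inhibitor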
Bcl-B Bim block – inhibitors of Bim-Bcl-B interaction, human; hit rate 0.073% among 190,000; AID 951; bead-based flow cytometry, Bim peptide-Bcl-B binding; inhibition, % at 10 µM; Q9HD36;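 further: 0% = tracer peptide without compound and 100% = reference inhibitor peptide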
Target sequence (Q9HD36 whole entry, looked up): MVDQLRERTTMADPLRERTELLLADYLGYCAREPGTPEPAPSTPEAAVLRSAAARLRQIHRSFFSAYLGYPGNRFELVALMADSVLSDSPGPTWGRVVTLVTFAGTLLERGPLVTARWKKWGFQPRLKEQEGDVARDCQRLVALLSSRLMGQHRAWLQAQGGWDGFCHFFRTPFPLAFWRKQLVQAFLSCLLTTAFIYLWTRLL
ABCG2 block – human ABCG2 inhibition, ABCB1 as counter-screen; IgMXP3 cells, JC-1 efflux, flow cytometry; inhibition, % at 6.6 µM; hit rate 0.1% among 190,000; AID 1325;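 active means inhibition above 80%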;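 further: 0% = DMSO and 100% = nicardipine control wells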
Target sequence (Q9UNQ0 whole entry, looked up): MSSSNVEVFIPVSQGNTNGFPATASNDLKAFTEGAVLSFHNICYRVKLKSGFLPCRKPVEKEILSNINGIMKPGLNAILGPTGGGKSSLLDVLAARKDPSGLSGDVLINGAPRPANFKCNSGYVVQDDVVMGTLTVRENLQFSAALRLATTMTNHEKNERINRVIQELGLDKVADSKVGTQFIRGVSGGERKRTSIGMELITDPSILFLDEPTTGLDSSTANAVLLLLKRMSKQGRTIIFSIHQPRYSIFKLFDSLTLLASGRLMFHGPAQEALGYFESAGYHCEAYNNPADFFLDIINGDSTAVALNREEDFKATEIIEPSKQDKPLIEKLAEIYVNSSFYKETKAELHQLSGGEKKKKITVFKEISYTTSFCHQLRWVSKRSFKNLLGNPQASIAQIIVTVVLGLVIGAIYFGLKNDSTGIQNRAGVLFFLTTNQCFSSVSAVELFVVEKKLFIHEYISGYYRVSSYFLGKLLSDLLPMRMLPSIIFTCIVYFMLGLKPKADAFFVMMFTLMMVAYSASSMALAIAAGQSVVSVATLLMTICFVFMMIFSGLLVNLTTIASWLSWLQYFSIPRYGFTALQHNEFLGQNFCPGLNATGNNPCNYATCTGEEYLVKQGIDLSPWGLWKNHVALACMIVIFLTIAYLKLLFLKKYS
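System: two drug-resistant human cell lines, ABCG2 and ABCB1; controls: nicardipine high and DMSO low controls; times: 10 min exposure at 25 °C with rotation, no wash; detection: flow cytometry of retained JC-1 fluorescence; read-out basis: percent efflux inhibition, scaled nicardipine 100% to DMSO 0%; doses: one concentration, 6.6 µM final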
GSH bead fluor – compound fluoresces at 488/530 nm on GSH beads; GSH beads flow cytometry, compound fluorescence 488/530 nm; stronger effect = higher value; fluorescence (KMESF) at 10 µM; hit rate 0.25% among 190,000; in the data active means fluorescence above about 89;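 further: glutathione beads carrying GST-tagged Bcl family fusion proteins plus one bare bead set; values are compound well signal with DMSO vehicle wells as background; inactives centre near 16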
RGS4-Gao reg – human RGS4-Galphao interaction regulation | binding response (% of control), % at 10 µM | Multiplexed bead flow cytometry, RGS4-Galphao binding; actives lie on both sides | P09471 | hit rate 0.33% among 220,000 | AID 1415; in the data active means binding response below about 49% or above about 150%; inactive means in between;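 further: fluorescent Galphao activated with aluminum fluoride binding bead-coupled RGS4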
RGS8-Gao reg – human RGS8-Galphao interaction regulation. multiplexed bead flow cytometry, RGS8-Galphao binding; actives lie on both sides. response (percent of control binding), % at 10 µM. hit rate 0.34% among 220,000. AID 1423; in the data active means response below about 60% or above about 140%; inactive means in between;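 further: Galphao activated as the GDP aluminium fluoride complex binding bead-coupled RGS8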
* hit, by the source's call; ? = inconclusive; . = not tested or not shown. Unless noted, no stated cut-off is given here; in the data, active means inhibition above about 40%.

SMILES	ABCB1 block	Bim-Bcl-XL	Bfl-1 Bim block	RGS7-Gao reg	Bim-Bcl-W	Bcl-2 Bim block	Bcl-B Bim block	ABCG2 block	GSH bead fluor	RGS4-Gao reg	RGS8-Gao reg
COCc1c(N)c(C)nc(Cl)c1C#N	0.1	-2	-3	99	0	-2	0	4	13	101	99
CN(CCCNC(=O)c1ccc(/C=N/O)nc1)CCCN(C)Cc1ccccc1	1.0	0	-3	100	-1	0	-2	4	12	102	103
CCC(C)(C)NC(=O)CN(C(=O)CCC(=O)Nc1cc(C)ccn1)c1ccc2c(c1)OCO2	1.1	-10	-26	110	-6	-8	-8	16	26	104	102
Cn1c(COc2ccc(Cl)cc2)nc2ccccc2c1=O	1.0	0	-14	98	0	-9	-7	8	61	98	97
CC(=O)N1CCN(CCN=CC2=C(O)CC(c3cccs3)CC2=O)CC1 (stereo not drawn)	-0.1	-3	-12	111	-1	-11	-9	0	17	113	120
O=C(COC(=O)Cn1cnc2ccccc21)NCCCc1ccccc1	-0.1	0	-4	104	1	-2	0	0	19	105	106
COc1ccc(-c2ccc(S(=O)(=O)N3CCCC3)cc2)cc1	1.6	1	4	85	-1	2	1	11	12	92	98
O=C(Nc1ccccc1-c1ccccc1NC(=O)c1ccco1)c1ccco1	1.0	-5	-1	97	-3	-6	-5	5	20	102	98
Cc1[nH]c2ccccc2c1/C=C(\C#N)C(=O)NCC1CCCO1 (stereo not drawn)	0.6	0	-4	99	-1	1	-2	8	25	99	101
COc1ccccc1N(CC(=O)NCc1ccc(F)cc1)C(=O)CCC(=O)Nc1ccccn1	0.7	1	-5	99	0	0	0	1	11	99	101
CC(Oc1cc(Cl)ccc1Cl)C(=O)N/N=C\c1ccnn1C (stereo not drawn)	-0.1	1	0	103	0	2	-1	52	23	105	106
COc1cccc(NC(=O)Cn2c(CCC(=O)O)ccc2-c2ccc(C)cc2)c1	-1.1	2	-2	97	4	0	0	5	9	101	100
CCOc1ccc(N(C(C)C(=O)NCc2ccco2)S(C)(=O)=O)cc1 (stereo not drawn)	-1.1	-8	-18	97	0	-7	-9	2	25	101	100
O=C(c1ccccc1)c1cccn1CC(=O)N1CCCCCC1	0.4	.	.	96	.	?	.	1	32	96	98
Cc1ccc(OCC(=O)N2c3ccccc3NC(=O)C2(C)C)c([N+](=O)[O-])n1	0.1	-3	-5	103	-1	-4	-1	1	7	103	105
Cc1ccc(C(=O)c2oc3nc(C)cc(C)c3c2N)cc1	1.9	2	-1	99	0	-4	2	5	7	101	99
CCN(CC)CCN1C(=O)C(=O)/C(=C(/O)c2c(C)[nH]c(C(=O)OC)c2C)C1c1cccnc1 (stereo not drawn)	0.1	-1	-1	105	0	-6	-1	1	12	107	126
CC1(C)CC(=O)NC=C(c2ccccc2)C1	0.8	-41	-11	102	0	-4	-4	2	272*	103	101
Cc1ccc(C(=O)C(C)[n+]2cccc(C(N)=O)c2)cc1 (stereo not drawn)	0.4	-2	-3	103	0	1	0	2	24	98	99
COc1ccc(-c2nnn(CC(=O)N(CC(=O)NC3CCCC3)Cc3cccs3)n2)cc1OC	0.2	3	-10	99	3	-3	-2	1	24	103	102
C[C@@H]1CC[C@@]2(O[C@H](CCO)C[C@H](O)[C@H]2O)O1	0.4	-1	-4	101	0	-1	-4	1	20	103	102
N#Cc1c2n(c(=O)[nH]c1=O)CCCCC2	1.6	-10	-22	95	-8	-15	-13	18	28	94	95
CCN1CCN(C(c2ccc(OC)cc2)c2nnnn2Cc2ccc3c(c2)OCO3)CC1 (stereo not drawn)	1.9	0	-3	?	0	0	-3	4	12	101	100
Cc1ccc(-c2cc(-c3nnc(SCC(=O)NC(C)C(C)C)n3N)c3ccccc3n2)cc1 (stereo not drawn)	0.7	-2	-1	100	-3	-1	-2	1	18	107	102
c1ccc(-c2cn3nc4c(nc3n2)CCCC4)cc1	0.9	-1	-6	99	5	0	-8	11	47	99	99
O=C(CN1C(=O)C2C3C=CC(C3)C2C1=O)N1CC=C(c2ccccc2)CC1 (stereo not drawn)	-2.5	-2	-3	100	0	-1	-1	0	20	97	100
CNC(=O)c1nnsc1S(=O)(=O)c1ccc(Cl)cc1	-0.2	-5	-12	96	-7	-3	-4	0	10	95	92
Cc1ccc(C)c(S(=O)(=O)N2CCN(CC(=O)Nc3ccc([N+](=O)[O-])cc3)CC2)c1	1.5	-5	0	102	-3	-2	-7	8	8	103	105
COc1ccccc1NS(=O)(=O)c1cccs1	-0.2	-3	0	81	1	1	0	-1	10	91	102
S=c1[nH]c(-c2ccccc2)cn1/N=C/c1ccccc1Br	-1.5	-7	0	?	-3	-2	-29	-10	15	100	80
CCn1c(SCc2cccc(C(F)(F)F)c2)nnc1-c1ccco1	4.8	-2	0	42*	-1	-8	-1	46	23	46*	48*
Cc1nn(-c2ccccc2)c2sc(C(=O)NNC(=O)COc3ccccc3)cc12	0.1	0	-17	103	0	-13	-4	0	28	102	102
C/C(N)=C(\C#N)C(=O)NCCc1ccccn1	0.2	-9	-15	99	0	-8	-5	1	21	100	100
Nc1ccc2nc[nH]c2c1	-0.2	-1	-5	101	0	-2	-5	-1	10	102	110
Cc1ccc(NC(=O)CCc2ccc(S(=O)(=O)NC3CCCCC3)cc2)cc1	1.2	-2	-2	102	-3	-2	0	5	8	98	104
Cc1cc(C)cc(NC(=O)N2CCC(C(=O)c3ccc(F)cc3)CC2)c1	0.9	-5	-1	107	0	-4	-2	14	25	104	106
COCCCNC(=O)Cn1c(=O)n(CC(=O)NCCc2ccc(OC)c(OC)c2)c(=O)c2sccc21	-0.1	0	0	96	0	9	5	-1	67	101	98
CCc1ccc2nc(N)sc2c1	3.0	-1	-6	?	-1	-3	-7	12	15	100	99
COc1cc2[nH]c(=O)n(Cc3ccc(C(=O)NC4CCCC4)cc3)c(=O)c2cc1OC	0.0	4	-11	104	-1	-3	-7	1	10	111	107
O=C1C=C(O)CC(c2ccco2)C1 (stereo not drawn)	0.3	-2	-4	92	-4	-1	-1	14	11	93	93
COc1ccc(NC(=O)C(Cl)=C(Cl)Cl)cn1	-0.1	0	4	97	1	1	4	1	15	101	104
CCCOc1ccc(N2C(=O)CC(N3CCCC(C(=O)N4CCCC4)C3)C2=O)cc1 (stereo not drawn)	0.6	-10	-17	103	0	-9	-9	2	23	100	102
CCOC(=O)C1(c2csc(N)n2)COC(=O)C1 (stereo not drawn)	-0.6	-2	6	101	-1	-3	-17	-4	9	101	100
Nc1nc(CSc2nc3ccccc3[nH]2)cs1	0.1	0	-6	104	1	-5	-7	1	16	100	103
CNC(=O)CSc1nnc(-c2cccnc2)n1CCc1ccccc1	0.1	-2	0	101	0	-1	-4	0	14	103	107
CCc1cc2c(=O)c(-c3ccc4c(c3)OCCO4)c(C)oc2cc1OS(C)(=O)=O	1.3	-16	-19	97	-13	-9	-22	11	21	97	86
Cc1cc(C)c2c(NC(=S)Nc3ccccc3)n[nH]c2n1	-0.1	0	1	102	0	0	-6	1	25	104	102
O=C(CSCc1ccccc1Cl)NNC(=S)Nc1ccccc1	-0.4	-8	-1	115	-3	-2	-3	-3	5	119	94
CCCCn1c(=O)c(CCC(=O)O)nc2ccccc21	-0.7	1	5	102	2	4	0	0	13	104	106
COc1ccc(S(=O)(=O)Cc2ccc(C(=O)NCc3cccs3)o2)cc1	1.0	-5	-13	100	-1	-10	-10	3	27	102	105

(further entries)
SMILES	ABCB1 block	Bim-Bcl-XL	Bfl-1 Bim block	RGS7-Gao reg	Bim-Bcl-W	Bcl-2 Bim block	Bcl-B Bim block	ABCG2 block	GSH bead fluor	RGS4-Gao reg	RGS8-Gao reg
COc1ccccc1C(c1nnnn1C(C)(C)C)N1CCN(Cc2ccncc2)CC1 (stereo not drawn)	0.6	-1	0	102	2	0	-2	-1	16	102	101
CCN1CCN(C(=O)CS(=O)Cc2nc(-c3ccc(OC)cc3)oc2C)CC1 (stereo not drawn)	-0.3	-2	-7	102	0	-10	-9	0	24	104	103
Cc1cc(C)nc(NC(=O)Cc2ccc(Br)cc2)n1	1.2	0	3	98	-4	2	3	0	16	98	100
CCn1c(SCC(=O)NCc2cccs2)nnc1-c1ccco1	0.7	-3	-16	96	1	-13	-6	3	23	101	101
CCCCc1nc(SCC(=O)Nc2ncccn2)n[nH]1	-0.5	-14	-17	100	-1	-10	-6	6	34	104	104
NC(=O)c1ccc(-c2ncc(-c3ccccc3)o2)cc1	0.5	-1	-5	99	-3	-2	-3	3	5	97	99
COc1ccccc1OCC(=O)NCc1cccs1	0.1	-9	-18	100	-5	-6	-7	-3	22	99	101

Not a retest: 11 of the compounds above.
SMILES	ABCB1 block	Bim-Bcl-XL	Bfl-1 Bim block	RGS7-Gao reg	Bim-Bcl-W	Bcl-2 Bim block	Bcl-B Bim block	ABCG2 block	GSH bead fluor	RGS4-Gao reg	RGS8-Gao reg
Nc1nc(CSc2nc3ccccc3[nH]2)cs1	0.1	0	-6	104	1	-5	-7	1	16	100	103
CNC(=O)CSc1nnc(-c2cccnc2)n1CCc1ccccc1	0.1	-2	0	101	0	-1	-4	0	14	103	107
CCc1cc2c(=O)c(-c3ccc4c(c3)OCCO4)c(C)oc2cc1OS(C)(=O)=O	1.3	-16	-19	97	-13	-9	-22	11	21	97	86
Cc1cc(C)c2c(NC(=S)Nc3ccccc3)n[nH]c2n1	-0.1	0	1	102	0	0	-6	1	25	104	102
O=C(CSCc1ccccc1Cl)NNC(=S)Nc1ccccc1	-0.4	-8	-1	115	-3	-2	-3	-3	5	119	94
CCCCn1c(=O)c(CCC(=O)O)nc2ccccc21	-0.7	1	5	102	2	4	0	0	13	104	106
COc1ccc(S(=O)(=O)Cc2ccc(C(=O)NCc3cccs3)o2)cc1	1.0	-5	-13	100	-1	-10	-10	3	27	102	105
COc1ccccc1C(c1nnnn1C(C)(C)C)N1CCN(Cc2ccncc2)CC1 (stereo not drawn)	0.6	-1	0	102	2	0	-2	-1	16	102	101
CCN1CCN(C(=O)CS(=O)Cc2nc(-c3ccc(OC)cc3)oc2C)CC1 (stereo not drawn)	-0.3	-2	-7	102	0	-10	-9	0	24	104	103
Cc1cc(C)nc(NC(=O)Cc2ccc(Br)cc2)n1	1.2	0	3	98	-4	2	3	0	16	98	100
CCn1c(SCC(=O)NCc2cccs2)nnc1-c1ccco1	0.7	-3	-16	96	1	-13	-6	3	23	101	101
